Compound activity as filed in PubChem BioAssay.
PglD DTNB – C. jejuni PglD acetyltransferase inhibitors, primary screen, biochemical, DTNB colorimetric, single point | UDP-N-acetylbacillosamine N-acetyltransferase PglD (Campylobacter jejuni) | purified PglD enzyme, DTNB colorimetric CoA detection | inhibition, % at 12.5 µM | hit rate 0.098% among 360,000 | AID 602405, 2012; in the data active means inhibition above about 16%, passing the limit was not always enough; further: strong numbers were not always called active
ARNT TACC3 PPI – disruptors of ARNT/TACC3 protein interaction, primary screen, biochemical, AlphaScreen, single concentration; Transforming acidic coiled-coil-containing protein 3 (Homo sapiens), Q9Y6A5; inhibition, % at 9.99 µM; AID 623870, 2012; hit rate 0.66% among 390,000; AlphaScreen His-ARNT PAS-B/GST-TACC3 binding, luminescence; TACC3 fragment carries E629A point mutation;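 active means mean inhibition of replicates at least 50% and at least half of replicates each reaching 50%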;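 further: 0% = complete ARNT plus TACC3 wells and 100% = ARNT alone without TACC3; many hits fall short of the cut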
RAD54 branch – inhibitors of human RAD54 branch migration, primary screen, biochemical, fluorescence, single point; inhibition, % at 10.4 µM; RAD54 Holliday junction branch migration, FAM/BHQ fluorescence; hit rate 0.14% among 360,000; DNA repair and recombination protein RAD54-like (Homo sapiens), Q92698;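 active means mean normalized replicate activity at least 40 and at least half of replicates scoring 40 or more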;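 further: 0% = median of neutral control wells and 100% = median of positive control wells; inhibitors cause a drop in the FAM fluorescence signal; in these data hits start at about 50%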
Target sequence (Q92698 whole entry, looked up): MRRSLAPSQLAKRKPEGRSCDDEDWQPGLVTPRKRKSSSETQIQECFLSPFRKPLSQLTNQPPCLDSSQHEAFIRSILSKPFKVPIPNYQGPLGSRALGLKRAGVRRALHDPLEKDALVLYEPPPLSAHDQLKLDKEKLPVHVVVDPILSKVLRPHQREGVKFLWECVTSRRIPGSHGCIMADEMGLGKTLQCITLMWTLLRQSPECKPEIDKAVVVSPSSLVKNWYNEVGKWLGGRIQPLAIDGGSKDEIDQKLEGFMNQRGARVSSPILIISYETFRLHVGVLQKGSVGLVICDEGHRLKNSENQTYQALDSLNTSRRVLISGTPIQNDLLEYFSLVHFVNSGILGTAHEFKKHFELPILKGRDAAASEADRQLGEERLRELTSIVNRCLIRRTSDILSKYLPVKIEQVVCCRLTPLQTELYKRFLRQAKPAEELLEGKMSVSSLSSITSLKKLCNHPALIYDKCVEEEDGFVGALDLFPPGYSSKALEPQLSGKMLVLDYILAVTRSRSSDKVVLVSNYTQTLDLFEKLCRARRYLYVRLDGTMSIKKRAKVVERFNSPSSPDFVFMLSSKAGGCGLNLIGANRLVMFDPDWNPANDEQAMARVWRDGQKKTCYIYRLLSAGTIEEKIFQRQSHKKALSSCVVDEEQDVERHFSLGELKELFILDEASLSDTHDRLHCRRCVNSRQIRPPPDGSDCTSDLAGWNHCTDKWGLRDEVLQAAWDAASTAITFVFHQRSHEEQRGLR
Numbers without * were called inactive. An excerpt (hit frequency here may not be typical).

Results follow in this order: RAD54 branch	PglD DTNB	ARNT TACC3 PPI
O=C(NCCN1CCN(C(=O)C(c2ccccc2)c2ccccc2)CC1)C(=O)Nc1ccccc1
  6	4	-4
C/C(=C\C(=O)c1ccc(F)cc1)Nc1ccc(N2CCOCC2)cc1
  9	-2	5
COc1ccc(OC)c(/C(O)=C/C(=O)C(=O)Nc2cc(C)cc(C)c2)c1
  4	-4	10
CC(C)NC(=O)c1cc2c(C(F)(F)F)nn(C)c2s1
  2	1	1
C=CCn1c(COc2cccc3ccc(C)nc23)nnc1SCC(=O)OC
  -4	3	33
CCNC(=S)N1CCC(NC(=O)C2CCCCC2)CC1
  -4	-1	-9
O=C(Nc1ccc(F)c(F)c1)c1ccccc1-c1ccccc1
  -3	3	-7
CC1/C(=N/O)C(CN(C)C)C2CC1C2(C)C (centres undefined)
  -6	7	-1
CC(C)(C)c1ccc(S(=O)(=O)Nc2ccc(Cc3ccncc3)cc2)cc1
  -3	-1	-1
CC(=O)Nc1cc(C(=O)OCC(=O)c2ccccc2)ccc1C
  4	-4	-7
Cc1[nH]c2ccccc2c1C(=O)CN1C(=O)NC2(CC(C)CC(C)(C)C2)C1=O (centres undefined)
  6	-1	-5
COc1ccccc1N1CCN(CCC(=O)Nc2ccc3c(c2)OCO3)CC1
  1	4	-3
Cc1cc(C)c2oc(-c3ccc(C)c(NC(=S)NC(=O)c4cccs4)c3)nc2c1
  2	-1	-2
Cc1ccc(C(=O)CSc2nnnn2C(C)C)c(C)c1
  2	-1	-7
CC(C)CCn1c(Sc2nc3ccccc3s2)nc2c1c(=O)[nH]c(=O)n2C
  -1	2	-7
CCOc1ccc(S(=O)(=O)c2c(C(=O)c3ccc(C)cc3)cnc3cc4c(cc23)OCCO4)cc1
  0	-3	-18
COC(=O)c1ccc(C2C(C#N)=C(N)Oc3cc(C)n(C)c(=O)c32)cc1 (centres undefined)
  4	-1	3
Nc1nc(CN2CCCCCC2)nc(Nc2ccccc2)n1
  1	0	52*
Cc1nn(CC(O)CN2c3ccccc3Sc3ccccc32)c(C)c1Br (centres undefined)
  4	-3	8
COc1ccc(/C(C)=N/OCC(=O)Nc2nc3ccccc3s2)cc1
  -7	-3	-7
Cc1cccc(Nc2nc(N)c(C#N)c(CC#N)c2C#N)c1
  -2	0	10
COc1ccc(-c2nnc(SCC(=O)c3cccs3)o2)cc1
  -6	-1	-5
CC(C)(C)NC(=O)Cn1c(SCC(N)=O)nc2ccccc21
  0	-3	-1
CCOC(=O)C1C(=O)OC(C)(C)C1C(C)C(=O)c1ccccc1 (centres undefined)
  -13	-5	-9
Cc1ccccc1NC(=O)CC1SC(=O)N(c2ccccc2)C1=O (centres undefined)
  -2	5	8
CCCCOCC1CN(c2ccccc2)C(=O)CS1 (centres undefined)
  0	0	-5
Clc1cccc(N/N=C(\Cc2nc3ccccc3[nH]2)c2ccccc2)c1
  -5	0	17
Cc1cc(NC(=O)c2ccc(S(=O)(=O)N(C)C)cc2)no1
  1	-2	-1
CS(=O)(=O)N(CC(=O)Nc1ccc(S(=O)(=O)N2CCCC2)cc1)c1ccccc1F
  6	4	0
Cc1ccc(CC2SC(=Nc3ccccc3)N(c3ccccc3)C2=O)cc1 (centres undefined)
  -18	-6	7

Next section.
Results follow in this order: RAD54 branch	PglD DTNB	ARNT TACC3 PPI
O=C(NCC1CCCO1)C1c2ccccc2C(=O)N1Cc1ccc2c(c1)OCO2 (centres undefined)
  0	-285	30
Cc1ccc(Cn2c(SCC(=O)N/N=C/c3ccc(C)o3)nc3ccccc32)cc1
  -1	11	5
COC(=O)C1C(=O)C2=C(CC1C)NC(=O)CC2c1ccc(O)c(OC)c1 (centres undefined)
  -5	-4	-6
CCCC(=O)Nc1c(C)nn(C(=O)CCC)c1C
  -7	3	1
COc1ccc(-c2noc(N3CCC(C(=O)N4CCN(c5ccccn5)CC4)CC3)n2)cc1
  5	1	-4
CC(C)Oc1cccc(C(=O)NC(=S)N2CCN(c3ccc(C(F)(F)F)cc3[N+](=O)[O-])CC2)c1
  6	-9	7
O=C(/C=C/c1ccccc1)NC(NC(=S)Nc1ccc(Cl)cc1)C(Cl)(Cl)Cl (centres undefined)
  12	1	-1
COc1ccc(COCC(O)CN(Cc2ccco2)Cc2ccccc2O)cc1 (centres undefined)
  6	1	0
CN(C)c1nc2n(c(=O)n1)CCS2
  0	-3	-2
COC(=O)Cn1c(C(F)(F)F)nc2ccccc21
  -5	4	-3
CCCCNC(=O)COc1ccccc1[N+](=O)[O-]
  2	-8	1
CC(C)OC(=O)C1=C2SCC(=O)N2C(N)=C(C#N)C1
  -18	-2	-6
S=c1[nH]nc(-c2ccccc2)n1/N=C/c1c[nH]c2ccccc12
  -1	6	-2
O=C(CCN1C(=O)c2ccccc2C1=O)Nc1sc2c(c1C(=O)NCC1CCCO1)CCC2 (centres undefined)
  5	-3	-3
C=CCN1C(=O)C(CCCC)NC1=S (centres undefined)
  -2	3	-5
CCN1CCc2nc(NC(=O)CC(c3ccccc3)c3ccccc3)sc2C1
  11	1	9
COCCn1c(=O)[nH]c2cc(C(=O)NCc3cccnc3)ccc2c1=O
  2	10	-19
O=C(CSc1ccccc1)NCCCN1CCOCC1
  14	-6	1
Cc1ccc(C(=O)NC(O)C(Cl)Cl)cc1 (centres undefined)
  4	4	-2
Fc1ccccc1COc1ccccc1/C=N/Nc1nc(N2CCCC2)nc(N2CCCC2)n1
  13	-7	-6
Nc1ccc2oc(CCc3ccccc3)nc2c1
  0	4	5
CC(C)OC(=O)c1nnc(-c2ccccc2)nc1OC(C)C
  7	1	2
Cc1ccc(-c2[nH]ncc2/C=C(\C#N)C(=O)NC2CCCCC2)cc1
  0	2	-3
Cc1ccc(-c2cc(C(=O)Nc3nccs3)c3ccccc3n2)o1
  -8	0	-9
COCc1nnc(NC(=O)CCc2ccccc2)s1
  -6	3	-1
Cc1ccc(S(=O)(=O)Nc2ccccc2CNc2ncc(Br)cc2Br)cc1
  9	-5	-1
O=C1CC(C(=O)Nc2ccccc2)S/C(=N\N=C\c2ccco2)N1 (centres undefined)
  -1	2	-1
O=C1c2ccccc2C(=O)N1CN(C(=O)COc1ccc(Cl)cc1Cl)c1cccc(F)c1
  -2	6	-5
COc1ccc(NC(=O)COc2ccc(N(C)S(=O)(=O)c3ccc(C)cc3)cc2)cc1
  1	6	7
COc1ccc(/C=C/C(=O)Nc2cc(C)nn2-c2nc3ccccc3n2Cc2cccc([N+](=O)[O-])c2)cc1
  3	4	-2

(continued)
Results follow in this order: RAD54 branch	PglD DTNB	ARNT TACC3 PPI
COc1ccc2c(Cl)c(C(=O)N/N=C/c3c(C)[nH]c4ccccc34)sc2c1
  -1	2	-3
CCOC(=O)c1c(C)[nH]c(C(=O)CSc2nc3ccccc3o2)c1C
  -2	4	-2
COc1cc(/C=N/NC(=O)C(=O)Nc2ccccn2)ccc1O
  4	-2	-5
Cc1nccn1CC(=O)N/N=C/c1cccc(O)c1
  7	-2	5
CCCOc1ccc(/C(CC)=N/NC(=O)C2(C)CC2(Br)Br)cc1 (centres undefined)
  0	0	-1
Nc1nonc1-n1nnc(C(=O)N/N=C/c2cc(Br)ccc2O)c1CSC1=NCCS1
  8	-2	17
O=C(CS(=O)(=O)c1cn(Cc2cccc(F)c2)c2ccccc12)N1CCOCC1
  -1	1	1
O=C(O)Cn1cc(C(=O)c2ccco2)c2ccccc21
  -6	-1	4
O=C(COC(=O)C1CCC1)Nc1ccccc1Sc1ccccc1
  6	5	-8
NNC(=O)c1cccc(O)c1
  -6	5	4
CCc1nc(NCCC(C)C)c(C#N)c2c1CCCC2
  7	2	-6
CCOC(=O)c1cc(C(C)(C)C)oc1CN
  -4	3	3
CCC(C)(NC(=O)c1ccccc1)C(=O)O (centres undefined)
  -5	2	-6
O=C(c1cccs1)N1CCN(Cc2nc3ccccc3c(=O)[nH]2)CC1
  -6	0	-2
CCOc1ccc(CNC(=O)CCn2c(=O)oc3ccccc32)cc1OC
  2	7	-1
O=C(/C=C/c1ccco1)N1CCN(c2ncccn2)CC1
  1	2	-26
O=[N+]([O-])c1ccccc1S(=O)(=O)N1CCCCC1
  2	8	-4
COc1cc(C)ccc1OCCOc1c(Cl)cc(Cl)cc1Cl
  0	-2	-3
COC(=O)c1c(O)cc(C(C)(C)C)n(-c2ccccc2)c1=O
  6	1	-5
CCc1nnc(NC(=O)c2ccc3c(c2)C(=O)N(C(C)(C)C)C3=O)s1
  -7	0	-6
COc1cc(C2C(C(=O)c3ccc(C)o3)=C(O)C(=O)N2CCCn2ccnc2)cc(OC)c1OC (centres undefined)
  2	-2	1
O=C(CNC(=O)c1ccc(N2C(=O)c3ccccc3C2=O)cc1)OCC(=O)c1cccc2ccccc12
  4	-4	-3
O=[N+]([O-])c1ccc(-c2nc3ccc([N+](=O)[O-])cc3[nH]2)cc1
  9	4	1
COc1ccc(-n2c(SCC(=O)N3CCCC(C)C3)nnc2-c2cccnc2)cc1 (centres undefined)
  1	1	-1
Cc1c(NC(=O)c2ccc(N3C(=O)C4C5C=CC(C5)C4C3=O)cc2)c(=O)n(-c2ccccc2)n1C (centres undefined)
  8	-2	-3
Cc1ccc(Nc2nc(CSc3nnc(-c4ccncc4)n3C)cs2)cc1
  -1	4	7
COc1ccc(/C=N/NC(=O)Cn2cnc3ccccc3c2=O)cc1
  11	3	-3
CCOC(=O)c1[nH]c2ccccc2c1NC(=O)CCN1CCN(C(=O)OCC)CC1
  0	6	2
Cc1ccc(S(=O)(=O)Nc2ccc3nc(-c4cccn4C)[nH]c3c2)cc1
  -4	-3	29
Cc1ccc(C(=O)c2ccccc2C(=O)OCC(=O)Nc2cccc([N+](=O)[O-])c2)cc1
  -1	6	1

Later entries
Results follow in this order: RAD54 branch	PglD DTNB	ARNT TACC3 PPI
CCOC(=O)C1=C(C)N(c2ccccc2)C(=O)/C1=C\c1cccs1
  3	2	7
COc1ccc(NC(=O)C(c2ccccc2)N(C)C(=O)CNC(C)=O)cc1 (centres undefined)
  5	1	19
COc1ccc(-c2noc(CCC(=O)NCCN3CCN(c4ccccc4F)CC3)n2)cc1
  -6	0	3
CCCCOc1ccc(C(=O)C(CN2CCOCC2)c2ccccc2)cc1 (centres undefined)
  -7	3	2
CC(C)(C)C1C=C(Sc2ccccc2)C(=O)O1 (centres undefined)
  0	1	4
CCC(CC)NC(=O)c1ccccc1Oc1ccccc1
  1	1	-3
COc1ccc(OC)c(NC(=O)CNC(=O)Cn2cnc3ccccc3c2=O)c1
  -7	1	-2
CCOC(=O)C1=C(N)OC(CCl)=C(C#N)C1c1ccsc1 (centres undefined)
  2	2	-12
CCc1ccc(Nc2nnc(SCC(=O)Nc3cccc(S(=O)(=O)NC4=NCCCCC4)c3)s2)cc1
  -5	-9	-2
Cc1nn(CC(=O)NCc2ccc(Cl)cc2)c(C)c1[N+](=O)[O-]
  -2	1	0
COc1cc(/C=N\NC(=O)C2C(=O)NCC2c2ccccc2)cc(OC)c1O (centres undefined)
  6	-3	-6
CCOc1ccc(C(=O)Nc2ccc(S(=O)(=O)N3CCOCC3)cc2)cc1OCC
  5	-5	-1
CCCC(=O)Nc1ccc(C(=O)Nc2nc(CC(=O)OCC)cs2)cc1
  0	0	-9
Cc1ccc(SCC(=O)c2sc(-c3ccccc3)nc2C)cc1
  -1	-7	6
Cc1cc(/C=C(\C#N)C(=O)NC2CC2)c(C)[nH]1
  -7	-11	-2
COc1ccc(C)cc1S(=O)(=O)N(CC(=O)O)c1ccc(C)cc1
  6	2	0
Cn1nnc2cc(C(=O)NC3CCCCC3)ccc21
  -8	-5	-2
O=C(NCCc1ccccc1)C(=O)Nc1nccs1
  -2	1	-5
CN(CCOC(=O)c1ccc2c(c1)OCCO2)Cc1ccccc1
  -6	-2	-1
C=CCC(NCc1ccco1)c1ccc(OC)cc1 (centres undefined)
  8	-1	3
O=C(CCc1nc(-c2cccs2)no1)Nc1cnc2ccccc2c1
  -3	-1	-12
Oc1ccc(Br)cc1-c1cc(-c2ccco2)[nH]n1
  -4	0	10
Cc1cnc(C(=O)Nc2ccccc2C(=O)N2CCOCC2)cn1
  -7	2	-1
NS(=O)(=O)c1cccc(NC(=O)COC(=O)CCSc2ccccc2)c1
  -2	-1	-5

Single records (already shown):
COc1cc(/C=N\NC(=O)C2C(=O)NCC2c2ccccc2)cc(OC)c1O (centres undefined) across the screens: RAD54 branch = 6; PglD DTNB = -3; ARNT TACC3 PPI = -6
COc1ccc(NC(=O)C(c2ccccc2)N(C)C(=O)CNC(C)=O)cc1 (centres undefined) across the screens: RAD54 branch = 5; PglD DTNB = 1; ARNT TACC3 PPI = 19

Three entries already listed, sorted by the value under ARNT TACC3 PPI, descending.
SMILES	PglD DTNB	ARNT TACC3 PPI
Cc1ccc(SCC(=O)c2sc(-c3ccccc3)nc2C)cc1	-7	6
CC(C)(C)C1C=C(Sc2ccccc2)C(=O)O1 (centres undefined)	1	4
CCOc1ccc(C(=O)Nc2ccc(S(=O)(=O)N3CCOCC3)cc2)cc1OCC	-5	-1
